Compound activity from PubChem.
CHT inh = inhibitors of human choline transporter CHT; actives 0.86% (n = 310,000); High affinity choline transporter 1 (Homo sapiens), Q9GZV3; B-score at 10 µM; CHT-expressing cells, membrane potential dye, choline response; hits give low values;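 active means B-score over 3 SD under the library average, and starting fluorescence ratio not unusually high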;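 further: choline stimulus applied at its EC90 after an EC20 pre-addition; B-score computed on integrated fluorescence ratio after choline addition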
Target sequence (Q9GZV3 whole entry, looked up): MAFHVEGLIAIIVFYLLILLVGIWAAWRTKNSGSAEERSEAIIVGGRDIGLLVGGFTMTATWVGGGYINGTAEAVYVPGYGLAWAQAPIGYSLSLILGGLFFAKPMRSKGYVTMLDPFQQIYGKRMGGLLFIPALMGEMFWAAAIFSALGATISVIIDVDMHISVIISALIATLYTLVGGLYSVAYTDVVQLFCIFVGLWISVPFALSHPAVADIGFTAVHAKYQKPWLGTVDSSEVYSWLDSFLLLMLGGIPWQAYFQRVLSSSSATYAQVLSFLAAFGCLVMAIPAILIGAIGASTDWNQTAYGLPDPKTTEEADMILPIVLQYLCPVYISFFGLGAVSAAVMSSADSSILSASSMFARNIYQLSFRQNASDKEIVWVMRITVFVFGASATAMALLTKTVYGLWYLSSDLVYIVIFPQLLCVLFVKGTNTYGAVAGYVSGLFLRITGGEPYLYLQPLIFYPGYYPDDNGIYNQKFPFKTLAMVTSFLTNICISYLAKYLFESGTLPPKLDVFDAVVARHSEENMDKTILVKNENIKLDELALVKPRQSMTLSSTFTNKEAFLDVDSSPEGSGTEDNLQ
KCNQ2 block = KCNQ2 potassium channel inhibitors, primary screen, cell-based, CHO-K1, FluxOR thallium flux, B-score (AID 2156). B-score at 10 µM. actives 1.1% (n = 310,000). 20 min; hits give low values. Potassium voltage-gated channel subfamily KQT member 2 (Rattus norvegicus), O88943;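 active means fluorescence ratio B-score at most minus 3 library SDs, with starting brightness B-score within 2 library SDs, cut at about -5.5 in these data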
Kir21 inh = inhibitors of mouse Kir2.1 inward-rectifier potassium channel; Inward rectifier potassium channel 2 (Mus musculus), P35561; HEK293-Kir2.1, FluxOR thallium flux fluorescence; hits give low values; B-score at 10 µM; actives 0.85% (n = 310,000); AID 1672, 2009;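 active means fluorescence ratio B-score at or below minus 3 SD of library scores, with starting-brightness B-score within 2 SD, cut at about -4.2 in these data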;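 further: channel flux triggered by added potassium and thallium sulfate stimulus; B-score of peak minus minimum fluorescence over baseline after thallium stimulus; more negative B-score means stronger Kir2.1 block with less thallium influx; some compounds called inactive have numbers as strong as hits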
Target sequence (P35561 whole entry, looked up): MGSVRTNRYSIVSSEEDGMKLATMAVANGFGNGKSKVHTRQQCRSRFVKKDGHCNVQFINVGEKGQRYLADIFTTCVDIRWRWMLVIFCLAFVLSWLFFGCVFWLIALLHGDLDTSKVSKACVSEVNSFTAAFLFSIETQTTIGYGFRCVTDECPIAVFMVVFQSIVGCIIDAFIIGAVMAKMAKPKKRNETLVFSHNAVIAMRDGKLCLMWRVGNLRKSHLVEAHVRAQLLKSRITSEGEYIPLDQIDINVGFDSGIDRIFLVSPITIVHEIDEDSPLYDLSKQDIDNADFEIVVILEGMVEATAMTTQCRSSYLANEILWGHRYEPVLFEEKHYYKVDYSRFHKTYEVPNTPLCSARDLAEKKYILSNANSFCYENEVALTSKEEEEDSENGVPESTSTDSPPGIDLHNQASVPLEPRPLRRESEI
Starred values were filed as active, the others as inactive; i = inactive; · = not tested or not shown.

SMILES	CHT inh	KCNQ2 block	Kir21 inh
O=C(COC(=O)Cn1cnc2ccccc21)Nc1cc2c(cc1Cl)C(=O)c1ccccc1C2=O	i	i	-0.78
C=CCn1c(NCc2ccc(N(C)C)cc2)nc2ccccc21	i	i	-1.13
COc1ccc(CCn2c(-c3ccco3)nc3nc4ccccc4nc32)cc1	i	i	0.74
O=C(O)c1ccc(NC2=Nc3cccc4cccc2c34)cc1	·	i	0.35
O=C(Nc1ccc2oc(-c3ccc(F)cc3)nc2c1)c1ccccc1F	i	i	0.22
Cc1c(NC(=O)Cn2[nH]c(=O)c3ccccc3c2=O)c(=O)n(-c2ccccc2)n1C	i	i	1.09
Nc1cccc2c1C(=O)N(CCOc1ccccc1F)C2=O	i	i	-0.21
Oc1ccccc1C=NC1=NN(c2cccc(C(F)(F)F)c2)CC1	i	i	-3.68
COC(=O)CSc1nc2ccccc2o1	i	i	0.49
O=C(COC(=O)c1ccc(Cl)c(S(=O)(=O)N2CCN(c3ccc(F)cc3)CC2)c1)Nc1cccc(Cl)c1	i	i	-0.26
O=C(NCc1ccccc1)C1CCN(S(=O)(=O)c2cc([N+](=O)[O-])ccc2Cl)CC1	i	i	-0.64
O=C(COc1ccccc1)Nc1ccc2c(c1)Cc1cc(NC(=O)COc3ccccc3)ccc1-2	i	i	0.04
CCc1ccc(C2CC(=O)N(c3ccc(F)cc3)C3=C2C(=O)OC3)cc1 (configuration not stated)	i	i	-1.57
CC(CCc1ccco1)NC(=O)CCc1nnc2ccc(NCc3ccccc3Cl)nn12 (configuration not stated)	i	i	-0.33
Cc1ccc(NC(=O)c2cnn(C)c2)cc1[N+](=O)[O-]	i	i	1.37
Cc1cc(C)cc(NC(=O)CSc2nc(N)c(NC(=O)c3ccc(Br)o3)c(=O)[nH]2)c1	i	i	-0.18
Cc1ccc(OCCCC(=O)Nc2ccccc2C(F)(F)F)cc1	i	i	0
COc1ccc2[nH]cc(CCNS(=O)(=O)c3ccc(NC(C)=O)cc3)c2c1	i	i	0.77
CCN1CCN(C(=O)/C=C/c2ccccc2[N+](=O)[O-])CC1	i	i	-0.21
Cc1ccccc1N(CC(=O)NC1CCCC1)C(=O)c1oc(C(C)(C)C)cc1C	i	i	-0.39
Cc1sc2nc(CN3CCOCC3)nc(NS(=O)(=O)c3ccc4c(c3)OCCO4)c2c1C	i	i	1.46
COc1ccc(-n2c(=O)c3c4c(sc3n(Cc3cccc(F)c3)c2=O)CN(C(C)=O)CC4)c(OC)c1	i	i	0.58
NS(=O)(=O)c1ccc(CCNS(=O)(=O)c2cccc3cccnc23)cc1	i	i	1.78
CCOc1ccc(NC(=O)/C(=C\c2ccc(OC(C)=O)c(OC)c2)NC(C)=O)cc1	i	i	0.01
COCC1CCN(C(=O)c2cc(COc3cc(C)c(Cl)c(C)c3)on2)C1 (configuration not stated)	i	i	1.09
O=S(=O)(Nc1ccc(-c2ccc3nncn3n2)cc1)c1cccs1	i	i	0.8
O=C(CCOc1ccccc1)Nc1ccc(S(=O)(=O)N2CCCC2)cc1	i	i	-1.29
COC(=O)Cn1c(=N)n(CCN2CCCCC2)c2ccccc21	i	i	-0.76
CCC(C)N(C(=O)CSc1nc2ccc(OC)cc2[nH]1)C1CCS(=O)(=O)C1 (configuration not stated)	i	i	-0.23
CCCCCCOc1ccc(/C(C)=N/NC2=NCCN2)cc1[N+](=O)[O-]	i	i	0.81
NC(=O)CSc1nc(O)cc(=O)n1-c1ccccc1	i	i	-0.94
N#Cc1c(NC(=O)c2cnn3cccnc23)sc2c1CCCC2	i	i	0.22
Cc1cccc(NC(=O)CSc2nccn2C)c1	i	i	1.64
O=C(Nc1nc(-c2ccccc2)ns1)c1ccncc1	i	i	-0.19
O=C(CS(=O)(=O)c1ccccc1)Nc1cccnc1	i	i	-0.03
CC1CCc2[nH]nc(C(=O)O)c2C1 (configuration not stated)	i	i	-0.23
COc1ccc(C(=O)COC(=O)c2nn(C)cc2Cl)cc1	i	i	-1.36
Cc1ccc(Nc2nc(N)c([N+](=O)[O-])c(N3CCOCC3)n2)cc1C	i	i	1.75
C/C(CC(=O)NC1CCCC1)=N\NC(=O)Cc1cccs1	i	i	1.24
COc1ccc(C)cc1NC(=O)Cc1c(C(=O)O)n(C)c2ccccc12	i	i	0.9
Cn1c(=O)n(Cc2ccc(F)cc2)c(=O)c2c1nc1n2CCN1Cc1ccco1	i	i	-0.2
CN(C)CCNS(=O)(=O)c1ccc(Cl)cc1	i	i	-0.07
COc1ccc(Br)cc1C(=O)Nc1ccccc1N1CCN(C(=O)c2ccccc2)CC1	i	i	-1.62
CC(C)NC(=NCc1ccc(Cl)cc1Cl)Nc1ccccc1	i	i	-2.99
COC(=O)Cn1c(O)c(N=NC(=O)CNC(=O)c2ccncc2)c2ccccc21	i	i	0.52
Cc1ccccc1NC(=O)Cc1cccc(C(F)(F)F)c1	i	i	-1.17
Cc1cc(Cl)ccc1C(=O)C1CCCN(C(=O)c2nonc2C)C1 (configuration not stated)	i	i	-1.88
Cc1cc(SCC(=O)NN=C2CCN(C(C)C)CC2)c(C)cc1Br	i	i	0.44
CC(=O)N1N=C(c2ccccc2)OC1c1ccc([N+](=O)[O-])s1 (configuration not stated)	i	i	-0.41
Cn1c(CCNS(=O)(=O)c2ccc(F)cc2)nnc1SCc1cccnc1	i	i	1.2
COc1cc(SC)ccc1C(=O)Nc1ccccc1C#N	i	i	1.98
CC(NS(=O)(=O)c1cccc(Cl)c1)C(=O)Nc1ccc(-c2nc3ccccc3s2)cc1 (configuration not stated)	i	i	-0.01
CCCn1cc(C(=O)OCC)c(=O)c2cc(F)c(F)cc21	i	i	1.15
Cc1ccc(C)c(N2CCN(c3nnnn3-c3ccccc3)CC2)c1	i	i	0.89
O=C(COC(=O)c1ccccc1[N+](=O)[O-])Nc1cc(S(=O)(=O)N2CCOCC2)ccc1N1CCCC1	i	i	-0.65
CC(=O)c1ccccc1NCC(=O)Nc1ccc(C)cc1	i	i	-0.48
Cc1c(C(=O)OCCOC(C)C)[nH]c2c1C(=O)CC(c1ccco1)C2 (configuration not stated)	i	i	1.92
Cc1ccc(C(=O)NC(=S)NNC(=O)c2ccccc2O)cc1	i	i	-0.33
CCOc1ccc(C(=O)NCCN2CCCC2)cc1	i	i	-0.02
CC(C)CC(NC(=O)CCC(=O)OCC(=O)[C@@]1(O)CCC2[C@@H]3CCC4=CC(=O)C=C[C@]4(C)C3[C@@H](O)C[C@@]21C)C(=O)O (some centres not stated)	i	i	-0.7

Carrying on:
SMILES	CHT inh	KCNQ2 block	Kir21 inh
Cc1ccc(C2c3sc(=O)[nH]c3SC3C4CC(C5C(=O)N(C(C)C(=O)O)C(=O)C45)C23)cc1 (configuration not stated)	i	i	-0.33
OC1O[C@H](c2ccc3c(c2)OCO3)[C@H]2CO[C@H](c3ccc4c(c3)OCO4)[C@@H]12 (some centres not stated)	i	i	1.88
COc1ccc(-c2nnc(NC(=O)C3CCCN3S(=O)(=O)c3cccs3)o2)cc1 (configuration not stated)	i	i	-0.25
CCOC(=O)Cn1nc(C)cc1NC(=O)c1cc(OC)c(OC)c(OC)c1	i	i	0.87
O=C(NCCCCCCNC(=O)c1cccs1)c1cccs1	i	i	0.1
Cc1cc(N2CCN(C)CC2)nc2ccc(NC(=O)CCC(=O)NCCc3ccc(Cl)cc3)cc12	·	i	0
CCn1c(SCC(=O)N/N=C/c2ccc(OC)c(OC)c2)nc2ccccc21	i	i	-2.53
Nc1nnc(SCCN2C(=O)c3ccccc3C2=O)s1	i	i	0.45
O=C(c1ccccc1)N1C(=O)C(c2ccccc2)Oc2ccccc21 (configuration not stated)	i	i	-0.45
COc1ccc2oc(=O)c(C(=O)OCc3ccccc3)cc2c1	i	i	0.11
COc1ccccc1C(=O)Nc1ccc(S(=O)(=O)Nc2nccs2)cc1	i	i	0.67
CCOC(=O)c1cnc2ccc(C)cc2c1NCCN1CCOCC1	i	i	-0.03

5 entries already listed, arranged by their value in Kir21 inh, descending.
structure | CHT inh | KCNQ2 block | Kir21 inh
OC1O[C@H](c2ccc3c(c2)OCO3)[C@H]2CO[C@H](c3ccc4c(c3)OCO4)[C@@H]12 (some centres not stated) | i | i | 1.88
CCOC(=O)Cn1nc(C)cc1NC(=O)c1cc(OC)c(OC)c(OC)c1 | i | i | 0.87
Nc1nnc(SCCN2C(=O)c3ccccc3C2=O)s1 | i | i | 0.45
COc1ccc2oc(=O)c(C(=O)OCc3ccccc3)cc2c1 | i | i | 0.11
Cc1cc(N2CCN(C)CC2)nc2ccc(NC(=O)CCC(=O)NCCc3ccc(Cl)cc3)cc12 | · | i | 0

(listing goes on)
SMILES	CHT inh	KCNQ2 block	Kir21 inh
CS(=O)(=O)N1CCC(C(=O)Nc2ccc(C(N)=O)cc2)CC1	i	i	0.67
COc1cc(/C=N/NC(=O)c2cc(-c3ccco3)nc3ccccc23)cc(OC)c1O	i	i	-0.89
COC(=O)[C@@H](NC(=O)/C=C/c1ccc(OC)cc1)C(C)C	i	i	0.46
COCCn1c(SCC(=O)Nc2nnc(C)s2)nnc1-c1ccoc1C	i	i	-1.27
CCCC(=O)NCc1cc(-c2nn(C)c(=O)c3ccccc23)ccc1C	i	i	-0.02
CC1CN(S(=O)(=O)c2ccc(C(=O)N(CCCN(C)C)c3nc4cc5c(cc4s3)OCCO5)cc2)CC(C)O1 (configuration not stated)	i	i	0.33
COc1ccc(N2CCN(C(=O)c3ccc4c(=O)n(Cc5ccc6c(c5)OCO6)c(=O)[nH]c4c3)CC2)cc1	i	i	-0.5
O=C(Nc1ccccc1)N1CCC(n2c(=O)[nH]c3ccccc32)CC1	i	i	0.42
CC(C)(C)C1=C(C#N)C(c2cccnc2)C(C#N)=C(N)O1 (configuration not stated)	i	i	-0.71
O=C(NCC(=O)N(Cc1cccs1)C(C(=O)NC1CCCCC1)c1ccncc1)c1ccco1 (configuration not stated)	i	i	-0.25
CN1/C(=C\C(=O)c2ccco2)c2ccccc2CC1(C)C	i	i	-0.35
OCC1CCCN1C(=S)Nc1ccccc1 (configuration not stated)	i	i	0.42

An excerpt of these results, with bars between the fields.
structure | CHT inh | KCNQ2 block | Kir21 inh
COC(=O)[C@@H](NC(=O)/C=C/c1ccc(OC)cc1)C(C)C | i | i | 0.46
COCCn1c(SCC(=O)Nc2nnc(C)s2)nnc1-c1ccoc1C | i | i | -1.27
CCCC(=O)NCc1cc(-c2nn(C)c(=O)c3ccccc23)ccc1C | i | i | -0.02

(cont.)
SMILES	CHT inh	KCNQ2 block	Kir21 inh
COc1ccc(C(=O)C(C)[n+]2ccc(-c3nnc4n3CCCCC4)cc2)cc1 (configuration not stated)	i	i	0.75
CCCCN(C)C(=O)c1ccc(S(=O)(=O)N2CCOCC2)cc1	i	i	0.28
Fc1ccccc1Cc1noc(CN2CCN(c3ccc(Cl)cn3)CC2)n1	i	-5.6*	0.16
CCCCOc1ccc(C(=O)N(Cc2ccccc2)C2CCS(=O)(=O)C2)cc1 (configuration not stated)	i	i	0.05
CCN(CC)CCCNC(=O)C1c2ccccc2Oc2ccccc21	i	i	-2.18
Cc1oc(-c2cccc(Cl)c2)nc1CN1CCC(C(=O)N2CCN(c3ccccc3F)CC2)CC1	i	i	0.94
COc1ccc(Nc2nc(=O)c3cc([N+](=O)[O-])ccc3s2)cc1	·	i	1.67
Cc1nc2ccsc2c(=O)n1-c1cccc(Cl)c1	i	i	-0.68
CCOC(=O)C(=O)NC12CC3CC(CC(C3)C1)C2	i	i	0.97
Cc1ccc(/C=N/NC(=O)c2sccc2OCc2ccc(F)cc2)cc1	i	i	-1.91
COc1ccccc1-c1cc(N)n(S(=O)(=O)c2cccc3nsnc23)n1	i	i	0.79
O=C(Cn1cc(C(F)(F)F)ccc1=O)N1CCN(S(=O)(=O)c2ccc(Cl)cc2)CC1	i	i	-0.2
CCCCCCCCC(=O)NCCOc1ccccc1	i	i	0.61
CC1CCc2sc(C(=O)N/N=C/C3CCCCC3)cc2C1 (configuration not stated)	i	i	-0.56
CC(=O)N/N=C(\C)c1ccc(Br)cc1Br	i	i	-0.8
Cc1cc(=O)n(Cc2ccc(OC(C)C)cc2)c(=S)[nH]1	i	i	0.51
COC(=O)c1ccccc1NC(=O)c1cc2sccc2n1C	i	-6.13*	-1.41
Cc1cccc(NC(=O)CSCC(=O)N2CCCc3ccccc32)c1	i	i	-0.86
Cc1cc(Cl)ccc1NC(=O)CCC(=O)N/N=C/c1cc([N+](=O)[O-])ccc1O	i	i	1.71
COc1ccc(Br)cc1C(=O)Nc1ccccc1-c1ccccc1	i	-9.33*	1.99
CC(=O)N1CCSc2ccc(S(=O)(=O)NCc3ccc(F)cc3)cc21	i	i	-2.41
Cc1ccccc1NC(=O)c1ccc2c(O)c(S(=O)(=O)c3ccccc3)c(=O)[nH]c2c1	i	i	0.13
COc1ccc(OC)c(C2C(C(=O)Nc3nc4ccccc4s3)=C(C)NC3=C2C(=O)CCC3)c1 (configuration not stated)	i	i	0.42
NC(=O)C1CCN(C(=O)c2cccc3ccccc23)CC1	i	i	-1.03
COc1ccccc1C1=NOC(Cn2c(NCCOCCO)nc3c2c(=O)n(C)c(=O)n3C)C1 (configuration not stated)	i	i	1.51
CCOc1ccccc1C(=S)NC1CCCCC1	i	i	-0.54

Compounds were not picked by outcome; about 2.6% have a hit in one of these screens.
